# RECQ1 inh: RECQ1 (human) helicase inhibition; P46063; RECQ1 DNA unwinding, red fluorescence kinetic read; Potency, µM (top dose mostly 57.3 µM), for the others: top-dose activity, negative = inhibition, hits mostly inhibitors; hit rate 0.54% among 240,000; AID 2549;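 also: plate controls were vehicle for no effect and no enzyme for full effect; nearly all actives have a fitted effect of over 30% in size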
#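 50 nM RECQ1T1 preincubated 15 min with compound in Tris pH 8.0 buffer with MgCl2, DTT, Tween-20 and 2.5 ug/ml poly(dI-dC); started with 200 nM TAMRA/BHQ-2 forked duplex and 2 mM ATP. Unwinding read as fluorescence (525/598 nm), two reads 2 h apart.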
# ALDH1A1 block: ALDH1A1 (human) enzyme inhibition | P00352 | Purified ALDH1A1, NADH fluorescence, propionaldehyde substrate | Potency, µM (series often up to 75.3 µM), for the others: top-dose activity, negative = inhibition, most hits filed as inhibitors | hit rate 7.3% among 220,000 | AID 1030; active = well fitted inhibition curve with a large enough effect, not every such curve was filed as active; inconclusive = small, poorly fitted or top-dose-only effect, or another doubt; inactive = no such curve, though single readings can be large or run the other way;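 also: plate controls were no enzyme wells and a reference inhibitor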
# RGS12 GoLoco inh: RGS12 GoLoco-Gai1 interaction inhibition; P63096; Gai1:RGS12 GoLoco peptide FP, rhodamine, 10 min; Potency, µM (titrated, usually from 61.6 µM), inactives show at the highest dose activity, negative = inhibition, usual class: inhibitors; hit rate 0.44% among 230,000; active = well fitted inhibition curve with a large enough effect, not every such curve was filed as active; inactive = no such curve, though single readings can be large or run the other way; also: % is scaled to controls: 0 for no effect and ±100 for the full control effect; nearly all actives have a fitted effect of over 30% in size; many of its hits are not listed in these tables
# TR SRC2 fluor cs: counter-screen for TRb-SRC2 inhibitors: fluorescence interference. TRb/SRC2 Texas Red total fluorescence interference. Potency, µM (doses to about 106 µM), for the others: at the highest dose fluorescence change, negative = quenching. hit rate 0.29% among 280,000; active = well fitted curve in either direction with a large enough effect; inconclusive = small, poorly fitted or top-dose-only effect; also: % is scaled to controls: 0 for no effect and ±100 for the full control effect
#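 Human TRb ligand-binding domain at 0.6 uM with 20 nM Texas Red SRC2 peptide in Tris buffer containing 1 uM T3 and 5% DMSO, incubated with compound 5 h at ambient temperature. Total fluorescence (555/632 nm) calculated as parallel + 2 × perpendicular.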
# TRb SRC2 PPI: TRbeta-SRC2 interaction inhibition; TRbeta-SRC2 peptide binding, fluorescence polarization; receptor liganded with 1 µM T3; Potency, µM (series often up to 106 µM), for the others: top-dose activity change, negative = inhibition, most hits filed as inhibitors; hit rate 0.065% among 280,000; AID 1469;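 also: plate controls were bound peptide for no effect and peptide without receptor for full effect; nearly all actives have a fitted effect of over 50% in size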
# Target sequence (P10828 whole entry, looked up): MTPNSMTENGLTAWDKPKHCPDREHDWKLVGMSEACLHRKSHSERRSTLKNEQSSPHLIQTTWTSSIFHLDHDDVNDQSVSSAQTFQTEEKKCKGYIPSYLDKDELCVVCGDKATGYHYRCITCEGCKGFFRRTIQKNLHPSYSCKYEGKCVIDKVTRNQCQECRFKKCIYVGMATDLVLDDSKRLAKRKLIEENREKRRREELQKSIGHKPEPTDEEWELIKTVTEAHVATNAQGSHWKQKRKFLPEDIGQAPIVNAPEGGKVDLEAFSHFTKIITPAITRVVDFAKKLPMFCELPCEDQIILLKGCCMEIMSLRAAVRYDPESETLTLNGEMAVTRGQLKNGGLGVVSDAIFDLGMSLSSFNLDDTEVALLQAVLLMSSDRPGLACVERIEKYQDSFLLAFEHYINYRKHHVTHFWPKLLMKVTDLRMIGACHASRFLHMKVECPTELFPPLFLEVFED
#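 TRb LBD 0.6 uM + Texas Red SRC2 peptide 20 nM, 1 uM T3, Tris buffer w/ 5% DMSO; compound pinned, 5 h RT; FP read ex 555/em 632; normalized to unbound and bound controls.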
# JMJD2E inh: inhibitors of human JMJD2E histone demethylase; B2RXH2; JMJD2E catalytic domain, FDH-coupled NADH fluorescence (FDH is formaldehyde dehydrogenase); AID 2147; hit rate 1.6% among 230,000; Potency, µM (titrated, usually from 57.1 µM), without a hit: top-dose activity change, negative = inhibition, hits mostly inhibitors; active = well fitted inhibition curve with a large enough effect, not every such curve was filed as active; inconclusive = small, poorly fitted or top-dose-only effect, or another doubt; inactive = no such curve, though single readings can be large or run the other way;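 also: 0% = wells with enzyme and -100% = buffer wells without enzyme; nearly all actives have a fitted effect of over 50% in size; many of its hits are not listed in these tables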
# Target sequence (B2RXH2 1-337 limits assumed): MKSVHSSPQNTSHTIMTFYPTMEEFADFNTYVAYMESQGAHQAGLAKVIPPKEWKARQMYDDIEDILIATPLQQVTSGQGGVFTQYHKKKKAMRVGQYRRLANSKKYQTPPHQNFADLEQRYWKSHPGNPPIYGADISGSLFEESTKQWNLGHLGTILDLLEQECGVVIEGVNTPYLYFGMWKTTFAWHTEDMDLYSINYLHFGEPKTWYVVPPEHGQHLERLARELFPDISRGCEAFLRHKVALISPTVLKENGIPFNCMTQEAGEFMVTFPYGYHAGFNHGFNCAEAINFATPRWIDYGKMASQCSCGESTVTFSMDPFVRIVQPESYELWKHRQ
# LMNA splice mod: changes lamin A minigene splicing in HeLa cells. AID 1487. HeLa LMNA splicing GFP/RFP minigene ratio, 48 h. Potency, µM (top dose mostly 46.1 µM), inactives show top-dose ratio change, negative = inhibition, actives largely listed as inhibitors. hit rate 0.01% among 200,000; active = well fitted inhibition curve with a large enough effect in the signal ratio, with a control signal flat, not every such curve was filed as active; inconclusive = small, poorly fitted or top-dose-only effect, or effect the other way, or a change in a side signal; the % refers to the signal ratio; also: % is scaled to controls: 0 for no effect and ±100 for the full control effect
#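 S3 HeLa stable clones carrying a lamin A-EGFP splicing minigene plus DsRed2 were seeded at 600 cells/well in Opti-MEM with 2% FBS, pin-dosed and incubated 48 h at 37°C. Acumen cytometry (488 nm) gave the GFP/RFP total-intensity ratio.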
# SMN2 splice up: increases expression of the SMN2 splice variant; HEK293 SMN2-luciferase splicing reporter, luminescence, 30-36 h; Potency, µM (series often up to 46.1 µM), without a hit: at the top dose activity change, positive = activation, most hits filed as activators; hit rate 2.8% among 210,000; AID 1458; also: % of control where 0% means no effect; nearly all actives have a fitted effect of over 55% in size
#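 qHTS luciferase splicing reporter: luminescence rises when SMN2 exon 7 is included in transfected HEK293 cells. Compound exposure lasted 30-36 h at 37C, with 4.5 mM final sodium butyrate as control, followed by a ONE-Glo read.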
# * marks the source's active call; other numbers are inactive results; i = inactive; ? = inconclusive; / = no result given; & = joins results of further samples; [ ] = dose if it differs, or a comment. Unless noted, calls follow the shape of the dose curve; as a rule, active = well fitted curve in the direction sought with a large enough effect; inconclusive = small, poorly fitted or top-dose-only effect, or another doubt; inactive = no such curve, though single readings can be large; an effect the other way counts as inactive or inconclusive. Potency is read from the fitted curve at half-maximal effect. These rows are one share of the data. The share of hits here may be higher or lower than overall.
# Each structure is followed by: LMNA splice mod	TR SRC2 fluor cs	RECQ1 inh	ALDH1A1 block	SMN2 splice up	JMJD2E inh	RGS12 GoLoco inh	TRb SRC2 PPI
[1] CC(NC(=O)/C(C#N)=C/c1ccc(Cl)c([N+](=O)[O-])c1)c1ccccc1 (stereo not drawn)
→ ?	0%	3%	6%	-129%[inhibitor]	3%	10%	10%
[2] O=C(COC(=O)/C=C/c1ccccc1[N+](=O)[O-])NCC1CCCO1 (stereo not drawn)
→ /	1%	i	2%	17%	1%	-4%	3%
[3] Cc1ccc2nc3c(cc2c1)c(NC(=O)c1ccccn1)nn3CC(C)C
→ 5%	-5%	-7%	?	9%	?	19%	-2%
[4] COc1cc(OC)c2c(c1)OC1Cc3cc(OC)c(OC)cc3C2O1 (stereo not drawn)
→ 12%[9.22 µM]	-1%[11.2 µM]	-1%[11.5 µM]	2%[13.5 µM]	-4%[9.22 µM]	-5%[11.4 µM]	3%[14.2 µM]	8%[11.2 µM]
[5] C/C(=N\NC(=O)C(=O)N/N=C(\C)c1cccc(O)c1)c1cccc(O)c1
→ -22%[9.22 µM]	0%	5%	3%	0%	90%[activator]	5%	-4%
[6] CN1C(C(=O)NCCc2cccs2)CC2Cn3c(nc4ccccc43)C21 (stereo not drawn)
→ /	-3%	-2%	/	/	-9%	1%	-5%
[7] O=C(CN(c1ccc(F)cc1)S(=O)(=O)c1ccc2c(c1)OCCO2)NCc1ccccc1
→ 16%	0%	-12%	-3%	-8%	3%	-1%	0%
[8] CCNC(=O)OCc1cn(-c2ccc(Cl)cc2)nn1
→ 9%[46 µM]	-5%	0%	0%	-2%	-2%	1%	0%
[9] COc1ccc(CSc2nnnn2-c2ccccc2)cc1
→ ?	-2%	-5%	11µM*	-4%	-10%	-2%	0%
[10] O=C(CSc1nnc2c(n1)[nH]c1ccc(F)cc12)N1CCOCC1
→ -8%[46 µM]	-3%	i	7%	-2%	-2%	7%	7%
[11] CC12CCC(c3c(C(=O)Nc4nccs4)nn(-c4ccccc4)c31)C2(C)C (stereo not drawn)
→ ?	-3%	-8%	4µM*	-5%	-24%	-20%	-1%
[12] Cc1nc(C(=O)NNC(=O)c2ccc(Cl)cc2)c(C(F)(F)F)o1
→ /	-1%	23%	/	/	6%	-2%	4%
[13] CC(C)(C)c1ccc(-c2nc(C=O)c3ccccn23)cc1
→ ?	0%	-20%	?	-14%	?	-6%	2%
[14] Cc1ccc(C)c(NC(=O)/C(C#N)=C/c2cn(CC(=O)NCc3ccco3)c3ccccc23)c1
→ -3%	4%	-4%	?	-2%	-28%	20%	14%
[15] NC(=O)SCC(=O)Nc1ccccc1C(=O)O
→ /	1%	i	-1%	/	5%	-1%	-1%
[16] Cc1cc(C)nc(NCCO)n1
→ /	5%[53 µM]	-13%	3%	/	-28%	7%	5%[53 µM]
[17] Nc1ccc2nc(SCC(=O)N3CCOCC3)sc2c1
→ /	3%	17%	3%	/	11%	1%	-1%
[18] CCC(=O)Nc1ccc(NC(=O)CSc2nnnn2CC)cc1C
→ 5%	-3%	9%	-14%	-22%	1%	2%	5%
[19] COc1ccc(/C=C2\N=C3CCCCCN3C2=O)cc1OC
→ 9%	-1%	i	14µM*	26%	5%	11%	0%
[20] Cc1cc(O)cc(=O)o1
→ /	-5%	i	-1%	-2%	-1%	4%	-1%

# Full records as entered above.
# Entry for CCC(=O)Nc1ccc(NC(=O)CSc2nnnn2CC)cc1C = LMNA splice mod: 5%; TR SRC2 fluor cs: -3%; RECQ1 inh: 9%; ALDH1A1 block: -14%; SMN2 splice up: -22%; JMJD2E inh: 1%; RGS12 GoLoco inh: 2%; TRb SRC2 PPI: 5%
# Entry for CC12CCC(c3c(C(=O)Nc4nccs4)nn(-c4ccccc4)c31)C2(C)C (stereo not drawn) = LMNA splice mod: ?; TR SRC2 fluor cs: -3%; RECQ1 inh: -8%; ALDH1A1 block: 4µM*; SMN2 splice up: -5%; JMJD2E inh: -24%; RGS12 GoLoco inh: -20%; TRb SRC2 PPI: -1%

# New compounds follow:
# Each structure is followed by: LMNA splice mod	TR SRC2 fluor cs	RECQ1 inh	ALDH1A1 block	SMN2 splice up	JMJD2E inh	RGS12 GoLoco inh	TRb SRC2 PPI
[21] NC1=NC[C@@H](Cc2ccc(O)cc2)N1CCCCC1CCCCC1
→ /	-2%	10%	/	/	7%	4%	2%
[22] Cc1csc(NC(=O)CSc2nnc(-c3ccc(S(=O)(=O)N4CCCC4)cc3)o2)n1
→ 9%	2%	-1%	8%	9%	-1%	-5%	1%
[23] O=C(CC1C(=O)NCCN1C(=O)Nc1ccc(F)cc1F)Nc1cc(Cl)ccc1Cl (stereo not drawn)
→ /	-4%	10%	/	/	-12%	4%	-2%
[24] COC(=O)c1ccc(CN2C(=O)NC3(CCCCC3)C2=O)cc1
→ ?	-2%	-1%	-4%	3%	-4%	-4%	-11%
[25] O=C1CCCc2c1cc(C(=O)NCc1ccco1)c(=O)n2-c1ccc(Cl)cc1
→ 7%	-6%	-2%	?	-1%	?	7%	5%
[26] OCCN1CCN(CC/C=C2/c3ccccc3Sc3ccc(C(F)(F)F)cc32)CC1
→ ?	-1%&2%&1%	-11%&-7%	2%&1%	2%&-12%	-9%	9%&7%	0%&0%&6%
[27] CCCCn1c(SCc2cccnc2)nc2c1c(=O)n(C)c(=O)n2C
→ -12%	-2%	-4%	-4%	-17%	2%	3%	-22%
[28] CCCCOC(=O)C(C)Nc1n[nH]c(=O)[nH]c1=O (stereo not drawn)
→ 5%	-5%	-12%	1%	-9%	1%	6%	0%
[29] COc1ccc(N2CCN(C(=O)c3ccc(C(C)(C)C)cc3)CC2)cc1
→ -19%	-4%	6%	8.9µM*	-22%	?	-21%	-12%
[30] COc1cccc(C2Nc3cc(Cl)c(S(N)(=O)=O)cc3S(=O)(=O)N2)c1 (stereo not drawn)
→ 4%	-2%	-15%	-7%	1%	-6%	-6%	-16%

# Retrieved one by one from above (four):
# Each structure is followed by: LMNA splice mod	TR SRC2 fluor cs	RECQ1 inh	ALDH1A1 block	SMN2 splice up	JMJD2E inh	RGS12 GoLoco inh	TRb SRC2 PPI
[24] COC(=O)c1ccc(CN2C(=O)NC3(CCCCC3)C2=O)cc1
→ ?	-2%	-1%	-4%	3%	-4%	-4%	-11%
[27] CCCCn1c(SCc2cccnc2)nc2c1c(=O)n(C)c(=O)n2C
→ -12%	-2%	-4%	-4%	-17%	2%	3%	-22%
[23] O=C(CC1C(=O)NCCN1C(=O)Nc1ccc(F)cc1F)Nc1cc(Cl)ccc1Cl (stereo not drawn)
→ /	-4%	10%	/	/	-12%	4%	-2%
[19] COc1ccc(/C=C2\N=C3CCCCCN3C2=O)cc1OC
→ 9%	-1%	i	14µM*	26%	5%	11%	0%

# Further results
# Each structure is followed by: LMNA splice mod	TR SRC2 fluor cs	RECQ1 inh	ALDH1A1 block	SMN2 splice up	JMJD2E inh	RGS12 GoLoco inh	TRb SRC2 PPI
[31] Cc1ccc(S(=O)(=O)NCC(=O)N/N=C/c2ccc(Cl)cc2Cl)cc1
→ ?	1%	-6%	7.1µM*	11%	-4%	10%	8%
[32] Cc1ccc(N=Cc2cc3c(cc2O)OC(N)=C(C#N)C3c2ccccc2)cc1 (stereo not drawn)
→ ?	-6%	-5%	-6%	-39%[inhibitor]	?	12%	0%
[33] COC(=O)c1ccc(CSC2=NCCS2)cc1
→ -1%	1%	-12%	0%	18µM*	0%	5%	2%
[34] CS(=O)(=O)c1ccc(C2=C(c3ccccc3)C(=O)OC2)cc1
→ -11%	-3%	i	2.8µM*	-8%	5%	6%	7%
[35] CCCS(=O)(=O)c1nnnn1-c1cccc(OC)c1
→ ?	-3%	-18%	1.4µM*	-84%[inhibitor]	2%	-7%	-6%
[36] Cc1nn(-c2ccc(C(=O)O)cc2)c(N)c1-c1ccccc1
→ 1%	-6%	13%	-3%	11µM*	1%	11%	2%
[37] c1ccc(-c2cn3c(n2)SCC3)cc1
→ -8%	1%	1%	-6%	22%	1%	4%	2%
[38] COC(=O)C(NC(=O)COc1ccccc1)(Nc1nc2c(s1)CCCC2)C(F)(F)F (stereo not drawn)
→ -11%	-6%	11%	-3%	-10%	-4%	-21%	-5%
[39] COc1ccccc1Nc1nc(-c2sc(NC(=O)c3cccc(Cl)c3)nc2C)cs1
→ 16%	2%	i	?	-20%	?	11%	0%
[40] Cc1cccc(C)c1NC(=O)N1CCC(n2cnc3ccccc32)CC1
→ -4%	-4%	i	6%	6%	7%	-6%	-3%
[41] Cc1ccc(S(=O)(=O)Nc2cc(C(C)C)c(O)cc2C)cc1
→ ?	0%	1%	2µM*	-12%	5%	-4%	-4%
[42] CS(=O)(=O)N1CCCC(C(=O)Nc2ccc(Br)cc2F)C1 (stereo not drawn)
→ /	-4%	i	-8%	-18%	-5%	-14%	-7%
[43] Cc1c(NC(=O)CN2C(=O)c3ccccc3C2=O)c(=O)n(-c2ccccc2)n1C
→ ?	1%	-1%	-6%	/	-7%	/	4%
[44] COc1ccc(NC(=S)c2ccc(N(C)C)cc2)cc1
→ 15%	-1%	-9%	?	11µM*	6%	5%	-1%
[45] Cc1c(N=Cc2ccc(O)c(Br)c2)cccc1[N+](=O)[O-]
→ 4%	-2%	4%	22µM*	3%	4%	-5%	12%
[46] O=C1S/C(=C\c2ccc(O)c([N+](=O)[O-])c2)C(=O)N1Cc1cccc([N+](=O)[O-])c1
→ ?	-23%	i	?	/	6%	8%	3%
[47] O=C(Nc1ccc2c(c1)OCCO2)c1ccc2ccccc2n1
→ /	-2%	-3%	2%	11µM*	-5%	10%	2%
[48] COc1ccc2nc(SCC(=O)Nc3ccccc3)[nH]c2c1
→ ?	-1%	2%	-76%	-7%	8%	24%	6%

# Bioassay records from PubChem BioAssay.
